M1 ag – agonists of human M1 muscarinic receptor | activation, % at 3 µM | hit rate 0.33% among 360,000 | P11229 | CHO-K1 hM1, Fluo-8 calcium fluorescence, agonist mode; 0% DMSO, 100% acetylcholine EC100;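 active = activation above the run's mean compound activation plus 3 SD, cut at about 16% in these data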;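 also: peak over basal fluorescence ratio within a 140 s kinetic read after compound addition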
Target sequence (P11229 whole entry, looked up): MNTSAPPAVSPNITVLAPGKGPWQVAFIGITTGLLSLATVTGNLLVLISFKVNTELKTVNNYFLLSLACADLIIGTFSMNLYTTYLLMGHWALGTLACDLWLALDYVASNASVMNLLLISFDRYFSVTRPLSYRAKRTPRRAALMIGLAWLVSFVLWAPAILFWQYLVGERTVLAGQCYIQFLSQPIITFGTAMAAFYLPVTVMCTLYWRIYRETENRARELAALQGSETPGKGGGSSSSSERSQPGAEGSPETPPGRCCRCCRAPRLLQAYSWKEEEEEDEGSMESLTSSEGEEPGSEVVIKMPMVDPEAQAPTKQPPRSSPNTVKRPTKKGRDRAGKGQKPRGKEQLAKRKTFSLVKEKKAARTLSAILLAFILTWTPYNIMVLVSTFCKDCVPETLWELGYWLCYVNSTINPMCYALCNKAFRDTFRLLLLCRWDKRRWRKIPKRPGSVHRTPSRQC
M4 ag – agonists of human muscarinic M4 receptor (CHRM4). P08173. CHO-K1 hM4/Gqi5, Fluo-8 calcium fluorescence; vehicle 0%, full acetylcholine response 100%. activation, % at 3 µM. hit rate 0.14% among 360,000. AID 624127;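 active = activation above the run mean over all test wells plus 3 SD, cut at about 32% in these data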;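 also: peak over basal fluorescence ratio per well then scaled between controls; 0% = DMSO wells and 100% = acetylcholine at EC100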
M5 PAM – CHRM5 positive allosteric modulation; CHO-K1 hM5, Fluo-8 calcium, ACh EC20 PAM; 0% = ACh EC20, 100% = ACh EC100; activation, % at 3 µM; hit rate 0.3% among 360,000;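 active = activation above the run cutoff, the mean activation of all test compounds plus 3 SD, cut at about 18% in these data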
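Probe or stimulus: acetylcholine, EC20 level; Assay system: human M5 receptor in CHO-K1 cells; Schedule: compound preincubation 140 s before EC20 acetylcholine addition; Technique: intracellular calcium via Fluo-8 fluorescence; Dosing: single-point, 3 µM nominal; Read-out basis: percent activation from peak-over-basal fluorescence ratio, scaled EC20-to-EC100 acetylcholine; Repeats: one well per compound, no replicates.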
TAAR1 ag – agonists of human TAAR1; Q96RJ0; CHO RD-HGA16 TAAR1, Fluo-8 calcium fluorescence; vehicle wells 0%, saturating PEA agonist 100%; activation, % at 3 µM; hit rate 0.99% among 360,000;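 active = activation above the mean activation of all test compounds in the run plus 3 SD, cut at about 38% in these data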
Target sequence (Q96RJ0 whole entry, looked up): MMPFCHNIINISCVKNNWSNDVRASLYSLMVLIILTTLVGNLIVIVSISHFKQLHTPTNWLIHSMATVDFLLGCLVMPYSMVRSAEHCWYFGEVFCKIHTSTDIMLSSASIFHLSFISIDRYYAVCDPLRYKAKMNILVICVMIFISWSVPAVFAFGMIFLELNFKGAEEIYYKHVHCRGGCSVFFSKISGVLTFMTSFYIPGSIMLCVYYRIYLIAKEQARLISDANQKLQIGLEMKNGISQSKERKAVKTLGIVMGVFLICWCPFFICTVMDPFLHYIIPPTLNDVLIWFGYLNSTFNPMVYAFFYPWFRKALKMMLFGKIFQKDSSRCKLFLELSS
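Test system: RD-HGA16 (CHO) cells co-expressing Gα16 and hTAAR1 / Benchmarks: DMSO vehicle as 0%, PEA at EC100 as 100% / Repeats: no replicates (n 1) / Measure: % activation from peak over basal fluorescence ratio, DMSO-to-PEA scaled / Timing: 17-24 h plating, Fluo-8 75 min 37 °C, 30 min RT / Technique: kinetic Fluo-8 calcium fluorescence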
CHRM5 antagonist – antagonists of human muscarinic M5 receptor (CHRM5); CHO-hM5 cells, Fluo-8 calcium fluorescence, ACh EC80; P08912; inhibition, % at 3 µM; hit rate 0.59% among 360,000;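 active = inhibition above a per-plate cutoff, the mean of that plate's test compounds plus 3 SD, cut at about 27% in these data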;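 also: 0% = acetylcholine EC80 with DMSO and 100% = DMSO without agonist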
M1 PAM – positive allosteric modulators of human M1 muscarinic receptor | P11229 | CHO-K1 hM1, Fluo-8 calcium fluorescence, ACh EC20; 0% = ACh EC20, 100% = maximal ACh | activation, % at 3 µM | hit rate 0.088% among 360,000; in the data active = activation above about 19%, passing the limit was not always enough
M4 antag – CHRM4 antagonism in calcium assay; AID 624125; inhibition, % at 3 µM; hit rate 0.73% among 360,000; CHO-hM4 cells, ACh EC80, Fluo-8 calcium fluorescence; P08173;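 active = inhibition above its plate's cutoff, the mean inhibition of sample wells plus 3 SD, cut at about 27% in these data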;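 also: 0% = acetylcholine EC80 with DMSO and 100% = DMSO without agonist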
M5 ag – CHRM5 agonism in calcium assay | AID 624037 | P08912 | hit rate 0.19% among 360,000 | activation, % at 3 µM | CHO-K1 hM5 cells, Fluo-8 calcium fluorescence; 0% DMSO wells, 100% maximal acetylcholine response;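 active = activation above the run's mean over test compounds plus 3 SD, cut at about 23% in these data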;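 also: signal is peak over basal fluorescence ratio across the kinetic read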
M1 antag – antagonists of human M1 muscarinic receptor; P11229; inhibition, % at 3 µM; CHO-K1 hM1, Fluo-8 calcium fluorescence, ACh EC80 antagonist; hit rate 1.3% among 360,000; AID 588852;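 active = percent inhibition above its own plate's cutoff, namely the mean of that plate's compound wells plus 3 SD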;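 also: peak over basal fluorescence ratio during 140 s after agonist addition; 0% = ACh EC80 plus DMSO and 100% = DMSO alone without agonist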
* = called active by the depositor; . = not tested or not shown. These rows are one share of the data; rates above refer to the full screens.

The line under a structure holds: M1 ag	M4 ag	M5 PAM	TAAR1 ag	CHRM5 antagonist	M1 PAM	M4 antag	M5 ag	M1 antag
> COc1ccc(OCC(=O)Nc2cc(S(=O)(=O)N3CCCC3)ccc2OCC(F)(F)F)cc1
 : -4	0	-3	0	6	1	3	1	-6
> O=C(COc1ccc(Cl)cc1)Nc1ccc(C(=O)NCc2cccnc2)cc1
 : 1	11	-10	.	7	1	4	6	8
> COc1ccccc1C(=O)NNC(=O)c1ccc2ccccc2c1O
 : 0	1	2	-1	-6	7	-9	-1	-10
> O=c1[nH]c2ccccc2n2c(=S)[nH]nc12
 : -2	2	-2	3	-1	8	16	-3	-14
> COc1cccc(-c2nc(N3CCN(Cc4ccccc4)CC3)c3ccccc3n2)c1O
 : -3	1	2	2	11	9	-1	-1	-12
> NC(=O)SCC(=O)Nc1cccc(Cl)c1
 : 0	3	5	11	-2	14	3	5	-11
> Cc1cccc(C(=O)NCc2nnc(SCC(=O)Nc3nnc(C)s3)n2C)c1
 : -5	0	0	2	1	10	-7	-3	-15
> C=CCNCc1cccn1-c1ccccc1
 : -8	1	-8	5	9	-4	3	-1	-6
> Cn1c(S(=O)(=O)Cc2ccc(Cl)cc2)nc2ccccc21
 : 0	1	15	1	-4	17	6	0	-11
> COc1cc(C#N)c(N=C(SCC#N)N2CCOCC2)cc1OC
 : 0	1	8	1	-14	1	-3	9	14
> Cc1cc(NC(=O)Cc2csc(-c3ccccc3)n2)ccc1Br
 : -8	-2	4	-1	-5	-2	-6	-3	0
> CCCCOC(=O)c1ccc(NC(=S)NC(=O)c2ccco2)cc1
 : -2	1	-1	1	4	2	-17	-5	-2
> Cc1csc(NC(=O)C2CCCCN2S(=O)(=O)c2ccccc2)n1 (stereo unspecified)
 : -5	2	5	0	0	-3	-10	1	14
> c1ccc(C(c2nnnn2Cc2cccs2)N2CCN(C3CCCC3)CC2)cc1 (stereo unspecified)
 : -6	3	8	4	-6	-6	-9	-10	0
> O=C(COc1cccc(F)c1)NNC(=O)Cc1ccc(S(=O)(=O)N2CCOCC2)s1
 : -3	1	-2	3	11	7	8	0	-2
> CC1CCc2c(c3ccccc3[nH]c2=O)O1 (stereo unspecified)
 : -4	1	-7	4	10	3	7	-2	-2
> Cc1cc(C)c2c(CN3CCCC3)cc(=O)oc2c1
 : 0	-1	-1	-2	12	15	-2	-1	-1
> Cc1cccc(C)c1OCC(=O)Nc1ccccc1C(=O)N1CCOCC1
 : 0	3	4	4	7	9	-9	0	-2
> CCOC(=O)C1=C(c2ccccc2)NC(=O)NC1c1ccc(O)c(Cl)c1 (stereo unspecified)
 : 1	1	-2	1	8	1	1	3	-2
> CCN(CC(=O)NC(=O)NCc1ccco1)Cc1ccccc1
 : -3	0	2	0	-1	8	-10	-1	-8
> CC(C)c1ccc(C2c3[nH]c4ccccc4c3C[C@H]3C(=O)N(c4ccccc4C(=O)N4CCC[C@@H]4C(=O)O)C(=O)N23)cc1 (stereo partly specified)
 : -10	0	4	1	-2	4	-17	-2	-9
> COc1cc(/C=C/C(=O)c2cccc([N+](=O)[O-])c2)cc(OC)c1OC
 : -9	4	1	24	2	6	-8	-3	-8
> CC(C)c1nc(SCC(=O)NC(=O)NC(C)(C)C)n[nH]1
 : -1	1	1	10	13	13	11	-3	-18
> Cc1ccc(-c2ccc(/C=N/n3cnnc3)o2)cc1
 : -5	1	-2	-1	14	-5	-3	-6	18
> Cc1ccc(C(=O)NCc2ccccn2)cc1NC1=NC2CS(=O)(=O)CC2S1 (stereo unspecified)
 : -2	1	-1	0	0	10	-8	2	-16
> O=C(CSc1nnnn1C1CCCCC1)NCCc1ccccc1
 : -4	1	1	12	-7	-1	-4	2	8
> CC(C)OC(=O)Cn1c(=O)sc2ccccc21
 : -4	-1	1	1	-6	6	11	-1	-2
> O=C(NCCCN1CCC(Cc2ccccc2)CC1)c1ccc2nc(N3CCOCC3)sc2c1
 : -7	5	-4	6	9	-14	5	-13	16
> Cc1cc(C(=O)Nc2sc3c(c2C#N)CCC(C(C)(C)C)C3)no1 (stereo unspecified)
 : 0	0	-1	5	-1	-4	0	2	12
> Cc1ccc(-n2c(=O)[nH]cc(C(=O)Nc3ccc4c(c3)OCO4)c2=O)cc1C
 : -4	0	-3	1	2	-5	3	1	16

Record cards (already shown). Screens in order: M1 ag | M4 ag | M5 PAM | TAAR1 ag | CHRM5 antagonist | M1 PAM | M4 antag | M5 ag | M1 antag
Record of CC(C)c1nc(SCC(=O)NC(=O)NC(C)(C)C)n[nH]1 : -1 | 1 | 1 | 10 | 13 | 13 | 11 | -3 | -18
Record of Cc1ccc(-c2ccc(/C=N/n3cnnc3)o2)cc1 : -5 | 1 | -2 | -1 | 14 | -5 | -3 | -6 | 18

Further structures follow:
The line under a structure holds: M1 ag	M4 ag	M5 PAM	TAAR1 ag	CHRM5 antagonist	M1 PAM	M4 antag	M5 ag	M1 antag
> CC(=O)N1c2ccc(S(=O)(=O)N(C)CC(=O)NCc3ccccc3)cc2CC1C (stereo unspecified)
 : -5	1	-5	0	16	10	4	-4	-8
> CCOC(=O)c1cccc(NC(=O)c2cnc3ccccc3n2)c1
 : -6	9	-6	12	-10	1	-6	-2	-16
> CC1CN(c2ccccc2)c2nc3c(c(=O)[nH]c(=O)n3C)n2C1 (stereo unspecified)
 : -11	0	1	-1	10	-2	-2	-7	-1
> CCCCNc1nnc(SCC(=O)c2c(N)n(CCC)c(=O)[nH]c2=O)s1
 : -4	1	-2	0	9	-6	6	3	15
> COc1ccccc1NCCC(=O)OCC(=O)Nc1ccc(Cl)cn1
 : -2	5	-5	11	3	-1	-4	-1	-18
> CCOC(=O)c1c(C)[nH]c(C(=O)CSc2ccc(Cl)cc2)c1C
 : 1	-1	-2	21	6	4	-3	2	-5
> COc1ccc(C)cc1S(=O)(=O)N(CC(=O)NC1CCCC1)c1ccc(F)cc1
 : 1	1	13	1	-3	25	-15	-4	-20
> Cc1cc2nc(C3CCCN(C(=S)Nc4ccccc4C)C3)[nH]c2cc1C (stereo unspecified)
 : -11	-1	-5	-2	7	10	-2	-2	-9
> COC(=O)C1=C(C)NC(=O)NC1c1ccc(OC)c(OC)c1 (stereo unspecified)
 : -1	1	4	-1	2	9	-2	1	-17
> O=C(Cn1cc(C(F)(F)F)ccc1=O)NCCc1ccc(Cl)cc1Cl
 : -6	1	7	2	-5	7	-2	0	-1
> C=CCN(C(=O)CCC(=O)Nc1cc(C)on1)C(C(=O)NC1CCCC1)c1ccc(Cl)cc1 (stereo unspecified)
 : -6	0	-2	0	11	-1	8	-4	5
> CN1CCc2ccccc2CC1=O
 : -5	1	1	6	-4	6	6	0	-4
> Cc1oc(-c2ccccc2Cl)nc1CSCC(=O)NC1CCCC1
 : -2	0	2	1	-6	3	-2	0	2
> O=C(CSc1nc2[nH]ncc2c(=O)[nH]1)NCc1ccc(F)cc1
 : -3	2	-3	1	0	2	-6	-1	7
> Cc1ccc(-n2c(SCC(=O)O)nc3c(sc(=S)n3-c3ccc(C)c(C)c3)c2=O)cc1
 : -5	1	5	-1	0	10	-17	-2	-12
> Cc1ccc(S(=O)(=O)N2C[C@H]3C(=O)C[C@@H](c4cccs4)N(S(=O)(=O)c4ccc(C)cc4)[C@H]3C[C@H]2c2ccccc2)cc1
 : -1	1	1	4	-5	8	-5	3	-6
> CC1CCCN(C(=O)c2cc3c(-c4ccc(Cl)cc4)nn(C)c3s2)C1 (stereo unspecified)
 : -4	0	-1	0	-2	2	-5	-1	-13
> O=c1cc(N2CCN(Cc3ccccc3)CC2)[nH]c(=O)n1-c1cccc(C(F)(F)F)c1
 : -7	0	-4	5	8	8	0	0	-8
> O=C(CCc1nnc2ccc(N3CCC4(CC3)OCCO4)nn12)NCc1ccc(F)cc1
 : -4	2	5	5	-7	1	-1	-3	-2
> COc1cccc(NC2=NC3(CCCCC3)N=C(N)N2)c1
 : -6	0	11	6	-7	3	4	-7	3
> Cc1c(C(=O)N2CCCC2)oc2c1-c1nn(CC(=O)NCCCN3CCCCC3C)cc1CC2 (stereo unspecified)
 : -6	1	9	2	-5	5	-18	-4	-4
> C/C(=N/NC(=O)c1ccccc1O)c1ccc(N2C(=O)C3CCCCC3C2=O)cc1 (stereo unspecified)
 : 1	4	-16	5	1	3	-3	-8	-1
> COC(=O)Cc1c(C)nc2nc(NCc3ccc(Cl)cc3)[nH]n2c1=O
 : -1	0	3	5	-1	7	15	1	-4
> Nn1c(SCC(=O)Nc2cccc(C(F)(F)F)c2)nncc1=O
 : 1	3	-1	4	7	5	-8	1	-12
> CC(=O)Nc1ccc(S(=O)(=O)NCCN2CCNC2=O)cc1Cl
 : -2	1	-4	1	8	4	3	-1	-12
> COc1ccc(Cl)cc1N1C(=O)C2CCCN2C1c1cccc(F)c1 (stereo unspecified)
 : -5	-1	0	0	-3	-4	-5	-2	9
> N#C/C(=C(O)\C=C\c1ccccc1)c1nc2ccccc2[nH]1
 : -1	0	-5	16	9	5	5	4	-14
> CCN1CCN(c2nc(-c3ccccc3)c3ccccc3n2)CC1
 : -11	2	-7	-1	4	-29	21	-8	47*
> COc1cccc(OC)c1C(=O)N1CCN(Cc2ccc3c(c2)OCO3)CC1
 : -3	0	-5	8	0	2	7	-2	-20

Another view of some results above:
COC(=O)Cc1c(C)nc2nc(NCc3ccc(Cl)cc3)[nH]n2c1=O
  M1 ag = -1
  M4 ag = 0
  M5 PAM = 3
  TAAR1 ag = 5
  CHRM5 antagonist = -1
  M1 PAM = 7
  M4 antag = 15
  M5 ag = 1
  M1 antag = -4
Nn1c(SCC(=O)Nc2cccc(C(F)(F)F)c2)nncc1=O
  M1 ag = 1
  M4 ag = 3
  M5 PAM = -1
  TAAR1 ag = 4
  CHRM5 antagonist = 7
  M1 PAM = 5
  M4 antag = -8
  M5 ag = 1
  M1 antag = -12
CC(=O)Nc1ccc(S(=O)(=O)NCCN2CCNC2=O)cc1Cl
  M1 ag = -2
  M4 ag = 1
  M5 PAM = -4
  TAAR1 ag = 1
  CHRM5 antagonist = 8
  M1 PAM = 4
  M4 antag = 3
  M5 ag = -1
  M1 antag = -12
COc1ccc(Cl)cc1N1C(=O)C2CCCN2C1c1cccc(F)c1 (stereo unspecified)
  M1 ag = -5
  M4 ag = -1
  M5 PAM = 0
  TAAR1 ag = 0
  CHRM5 antagonist = -3
  M1 PAM = -4
  M4 antag = -5
  M5 ag = -2
  M1 antag = 9

High-throughput results: PubChem BioAssay, The Scripps Research Institute Molecular Screening Center
